# From PubChem BioAssay
# SENP1 FRET inh: blocks the human SENP1 SUMO protease catalytic domain; Q9P0U3; recombinant SENP1 catalytic domain, CyPet-SUMO1-YPet FRET cleavage; inhibition, % at 10 µM; hit rate 0.21% among 360,000; AID 624204;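 active = inhibition at least 30% at 10 µM, raw YFP signal under a set limit, fluorescence ratio 0.5 to 1.5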;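 also: 0% = enzyme with DMSO and 100% = no enzyme wells; some results filed as inactive read as strong as hits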
#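 Controls: no-enzyme wells low, DMSO-plus-enzyme wells high control. Test system: human recombinant His6-tagged SENP1 catalytic domain enzyme. Reagent: SFCypet-SUMO1-SFYpet FRET protein substrate, 25 nM final. Doses: one dose per compound, 10 µM, 0.5% DMSO. Detection: FRET, CFP and YFP emission. Timing: 50 min reaction at room temperature.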
# SENP7 inh: SENP7 protease inhibition; recombinant SENP7, Z-RLRGG-aminoluciferin luminescence, 40 min; inhibition, % at 5 µM; hit rate 1.5% among 330,000; AID 434973;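 active = inhibition above about 50% at the single test dose, limit read from the data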;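 also: plate controls were DMSO with enzyme for no effect and no enzyme buffer wells for full effect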
# SENP8 block-1: SENP8 (human) protease inhibition | Q96LD8 | recombinant SENP8, Nedd8 substrate fluorescence | inhibition, % at 20 µM | hit rate 0.64% among 360,000 | AID 602440; in the data active = inhibition mostly above about 40%, no sharp cut-off; inactive = mostly below about 27%
# NLRP3 yeast inh: inhibitors of NALP3 inflammasome in yeast; inhibition, % at 10 µM; Yeast reconstituted NLRP3/ASC/caspase-1, beta-gal luminescence, 24 h; AID 2825; hit rate 0.39% among 330,000;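 active = inhibition of 50% or more; inactive = inhibition below 50%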;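 also: plate controls were induced DMSO wells for no effect and uninduced yeast grown without galactose for full effect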
# PfG6PD inh: PfG6PD (Plasmodium falciparum) enzyme inhibition. PfGluPho enzyme, NADPH resazurin-diaphorase fluorescence. inhibition, % at 20 µM. hit rate 0.78% among 350,000. AID 504690;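 active = inhibition reaching at least a set limit at 20 µM in the primary screen, cut at about 59% in these data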;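 also: 0% = DMSO wells with substrate and 100% = DMSO wells lacking glucose-6-phosphate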
# HKDC1 inh: inhibitors of human hexokinase HKDC1 | hit rate 0.16% among 340,000 | AID 493160 | recombinant HKDC1, G6PDH/diaphorase resazurin coupled fluorescence | Q2TB90 | inhibition, % at 20 µM;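 active = inhibition above about 35% when tested at 20 µM, limit read from the data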;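 also: plate controls were DMSO wells with enzyme for no effect and DMSO wells lacking enzyme for full effect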
#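 Test system: recombinant HKDC1 (HK5) hexokinase enzyme, produced in-house; Amount: enzyme 5 µg/mL final; Buffer or medium: Tris pH 8.0 buffer with MgCl2, Tween-20, BSA, BME; Reagent: glucose and ATP substrates; Doses: 20 µM test compound, 1% DMSO; Incubation: 90 min reaction incubation at room temperature, dark; Detection: resorufin fluorescence at 613 nm.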
# SENP6 inh: inhibitors of human SENP6 protease; Q9GZR1; Recombinant SENP6 catalytic domain, aminoluciferin luminescence; inhibition, % at 10 µM; hit rate 1.8% among 330,000;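 active = inhibition above about 50% at the single tested dose, limit read from the data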;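 also: plate controls were DMSO wells with enzyme for no effect and DMSO wells lacking enzyme for full effect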
# SENP8 block-2: inhibitors of human SENP8 protease | Q96LD8 | purified SENP8, Z-RLRGG-aminoluciferin cleavage, luminescence | inhibition, % at 10 µM | hit rate 1.2% among 330,000 | AID 2540; in the data active = inhibition above about 50%
# Apaf-1 inh: human Apaf-1 inhibition. O14727. reconstituted apoptosome caspase-3 activity, DEVD-Rh110 fluorescence. inhibition, % at 20 µM. hit rate 0.71% among 330,000; active = inhibition of at least 40% at 20 µM;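 also: plate controls were DMSO wells for no effect and DEVD-CHO caspase inhibitor wells for full effect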
# Target sequence (O14727 whole entry, looked up): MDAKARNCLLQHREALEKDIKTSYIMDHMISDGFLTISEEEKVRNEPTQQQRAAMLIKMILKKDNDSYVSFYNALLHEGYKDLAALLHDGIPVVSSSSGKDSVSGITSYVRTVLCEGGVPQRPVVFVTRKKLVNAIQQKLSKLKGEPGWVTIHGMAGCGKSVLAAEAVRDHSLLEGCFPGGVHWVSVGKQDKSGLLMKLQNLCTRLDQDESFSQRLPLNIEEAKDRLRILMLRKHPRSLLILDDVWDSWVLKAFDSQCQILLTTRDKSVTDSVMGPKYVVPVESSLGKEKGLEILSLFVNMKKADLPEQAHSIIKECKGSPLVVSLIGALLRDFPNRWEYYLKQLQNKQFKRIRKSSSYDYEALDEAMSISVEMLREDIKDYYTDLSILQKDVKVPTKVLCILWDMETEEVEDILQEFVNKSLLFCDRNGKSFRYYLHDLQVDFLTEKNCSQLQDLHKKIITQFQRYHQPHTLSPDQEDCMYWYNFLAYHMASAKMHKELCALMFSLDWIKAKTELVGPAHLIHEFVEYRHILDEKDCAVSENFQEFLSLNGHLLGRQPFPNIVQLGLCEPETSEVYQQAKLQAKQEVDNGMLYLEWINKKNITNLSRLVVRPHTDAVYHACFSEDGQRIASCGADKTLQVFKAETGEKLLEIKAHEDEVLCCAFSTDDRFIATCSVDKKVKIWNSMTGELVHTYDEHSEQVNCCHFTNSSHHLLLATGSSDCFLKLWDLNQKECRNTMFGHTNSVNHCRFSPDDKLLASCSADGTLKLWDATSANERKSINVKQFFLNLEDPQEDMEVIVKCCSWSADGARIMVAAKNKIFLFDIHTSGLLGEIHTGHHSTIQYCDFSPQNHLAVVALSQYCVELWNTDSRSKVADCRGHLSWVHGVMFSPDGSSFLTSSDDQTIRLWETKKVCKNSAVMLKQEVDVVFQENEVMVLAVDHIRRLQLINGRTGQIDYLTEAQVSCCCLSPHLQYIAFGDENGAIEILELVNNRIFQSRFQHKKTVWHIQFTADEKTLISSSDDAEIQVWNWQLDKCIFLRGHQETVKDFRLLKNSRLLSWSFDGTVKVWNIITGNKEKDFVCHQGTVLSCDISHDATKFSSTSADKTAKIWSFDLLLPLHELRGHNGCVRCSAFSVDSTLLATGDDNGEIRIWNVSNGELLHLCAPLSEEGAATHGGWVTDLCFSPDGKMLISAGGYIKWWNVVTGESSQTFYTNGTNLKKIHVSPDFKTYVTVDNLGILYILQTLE
#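 Material: reconstituted apoptosome with Apaf-1, cytochrome c, caspase-9, procaspase-3, dATP / Buffer or medium: pH 7.5 Hepes buffer with CHAPS, BSA, DTT / Also added: cytochrome c with DEVD-Rh110 / Schedule: compound with Apaf-1, dATP, procaspase-3 30 min, then 50 min reaction, room temperature / Technique: rhodamine 110 fluorescence at Ex 480/Em 540 nm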
# Starred values were filed as active, the others as inactive; i = inactive; . = not tested or not shown.
SMILES,SENP1 FRET inh,SENP7 inh,SENP8 block-1,NLRP3 yeast inh,PfG6PD inh,HKDC1 inh,SENP6 inh,SENP8 block-2,Apaf-1 inh
COC(=O)C1=C(c2ccc(-c3ccccc3)c(F)c2)C[C@@H]2CC[C@H]1N2C(=O)NC1Cc2ccccc2C1,2,-6,20,27,4,-6,-14,-5,20
CCOc1cc2c(cc1OCC)-n1cccc1C(c1ccc(OC)c(O)c1)NC2 (stereo not drawn),0,-7,25,18,7,-5,0,-12,9
COc1cc2c(cc1OC)-c1c(OC)c(OC)c(OC)c3ccnc(c13)C2=O,.,4,.,43,48,50*,12,2,15
COC(=O)C1=C(c2ccc(-c3ccccc3)c(F)c2)C[C@@H]2CC[C@H]1N2C(=O)NCCc1ccccc1,2,-5,22,-4,11,0,-12,-8,29
CC1CCCN(CC(=O)N2CCCc3ccccc32)C1 (stereo not drawn),1,0,9,11,-25,-8,-6,-2,-2
C=CC[C@@H](CC/C=C/C=C/CC/C=C\[C@@H]1CSC([C@@H]2C[C@@H]2C)=N1)OC,0,-5,6,12,34,0,-16,7,1
O=C(CCNC(=O)N1C[C@H]2C[C@@H](C1)c1cccc(=O)n1C2)Nc1ccc(F)cc1,-1,-6,24,4,-10,0,-11,-8,-1
O=c1[nH]c2ccccc2c(=O)n1-c1cccc(Cl)c1,2,6,2,13,-2,-5,-8,1,-9
CC(=NCC1CCCO1)c1c(O)n(C2CCCCC2)c(=O)[nH]c1=O (stereo not drawn),-3,8,21,4,13,-7,7,2,-12
CCC(CC)C(=O)NC1CCSC1=O (stereo not drawn),3,4,21,14,-23,-8,14,0,-4
C[C@H]1O[C@@H](OC2CC[C@]3(C=O)[C@H]4CC[C@]5(C)[C@@H](C6=CC(=O)OC6)CC[C@]5(O)[C@@H]4CC[C@]3(O)C2)CC2OC(C)(C)OC21 (stereo partly drawn),0,.,8,.,-1,-3,.,.,.
COc1ccc(OC)c(CC(=O)N(C)C2CCCN(Cc3ccccc3F)C2)c1 (stereo not drawn),-1,-12,-7,4,-1,4,-10,-3,3
COC(=O)C1=C(c2cccc(OCc3ccccc3)c2)C[C@@H]2CC[C@H]1N2C(=O)NCc1ccc(OC)c(OC)c1,1,7,14,9,-11,8,-10,1,25
CC(C)(C)C(=O)N1Cc2ccccc2-n2nncc2C1,-1,.,12,.,9,-8,.,.,.
Cc1ccc(C2=CCNCC2)cc1,0,1,6,27,-16,-6,15,5,-7
O=C1NC(=O)N(Cc2ccco2)C(=O)/C1=C\c1ccc(-c2ccc(F)cc2)o1,-12,-12,-27,-9,72*,32,-33,-1,25
CC(N)C(=O)c1ccco1 (stereo not drawn),1,20,-6,20,-6,-4,3,-3,-8
Cc1cc(Cl)nc(N)n1,3,-3,22,3,-11,-7,-17,-9,-17
CC12CC(=O)C3C(CCC4CC(=O)C=CC43C)C1CCC2=O (stereo not drawn),3,.,9,.,-2,-4,.,.,.
CCCCCn1c(=O)c(C(=O)NCc2ccco2)c(O)c2ccccc21,0,0,-31,25,-9,-6,17,8,-11
O=C(O)c1cccc2c1NC(c1cccc([N+](=O)[O-])c1)C1CC(Sc3ccccc3[N+](=O)[O-])C(Cl)C21 (stereo not drawn),3,3,31,21,12,8,16,8,40
Cc1c(CCN)ccc2c1[nH]c1ccccc12,-1,-2,4,19,0,-8,-5,-10,14
CCOC(=O)C1(c2ccccc2)CCN(CCC(C#N)(c2ccccc2)c2ccccc2)CC1,-2,6,14,6,12,1,7,4,16
Cc1nc2ccccc2n1C1CCN(Cc2nnnn2CCc2ccccc2)CC1,0,-10,20,-9,3,3,14,-2,12
Cn1cccc1/C=C1/C(=O)NC(=O)N(Cc2ccccc2)C1=O,0,0,21,5,14,4,1,-3,10
C=CCN1CCc2cccc3c2[C@H]1Cc1ccc(O)c(O)c1-3,-10,4,-67,27,81*,7,-13,11,20
CCOP(=O)(OCC)c1cc(CC)ccc1O,0,8,7,10,-4,-4,5,5,-4
O=C(N/N=C/c1c(O)n(C2CC2)c(=S)[nH]c1=O)c1ccccc1O,-29,83*,-235,-2,-37,3,82*,83*,7
CN1CCC2(CC1)CC(NC=O)c1ccccc1O2 (stereo not drawn),0,-10,2,3,-7,3,-30,-6,1
C=CP(=O)(O)c1ccccc1,3,0,33,4,5,-2,0,-5,-8
CCOC(=O)c1[nH]c(C)c(C(=O)N2CCC3(CC2)OCCO3)c1C,0,3,14,-2,-6,-11,-13,-14,-15
CC(=O)[C@@]1(O)CC[C@H]2[C@@H]3CC=C4C[C@@H](O)CC[C@]4(C)[C@H]3CC[C@@]21C,-1,5,1,29,1,-5,-4,3,-14
CCCCCCN=C(C)c1c(O)n(CCCC)c(=O)[nH]c1=O,2,0,26,6,-21,-6,-11,0,8
CCN(CC)c1ccc(/C=C2\C(=O)NC(=O)N(CC3CCCO3)C2=O)cc1 (stereo not drawn),-59,-4,-9,8,1,-5,7,1,0
CC12CCC3C(CCC4C/C(=N/O)CCC43C)C1CCC2O (stereo not drawn),1,-3,4,63*,-1,-10,2,-12,5
CN(C)c1ccc(P(=S)(N(C)C)N(C)C)cc1,-2,-9,13,47,-8,-9,3,7,-12
CCOC(=O)C1=C(N)OC2=C(C(=O)CCC2)C12C(=O)N1c3c(ccc(C)c32)C(C)=CC1(C)C (stereo not drawn),1,-1,19,11,14,4,15,9,7
C=C(CO)CC1CC(O)[C@]2(C)OC3CC4OC5C[C@]6(C)O[C@]7(C)CCC8OC9C[C@]%10(C)OC%11C(C)=CC(=O)OC%11CC%10OC9C[C@@H](C)C8OC7CC6O[C@]5(C)C/C=C\C4OC3CC2O1 (stereo partly drawn),1,12,31,3,-3,1,-5,-6,4
Cc1cccc(CCNCc2cc3cccc(C)c3[nH]c2=O)c1,-3,1,-32,41,-12,3,0,7,5
C#CCN1CCN(c2ccc(F)cc2)CC1,1,0,-2,3,-12,-4,-23,4,-14
OC1(c2ccccc2)CCNC2CCCCC21 (stereo not drawn),4,8,5,5,-7,-3,-12,-12,1
COC(=O)C1=CO[C@H](C)[C@H]2CN3CC[C@@]4(C(=O)Nc5ccccc54)[C@@H]3C[C@H]12,-3,-24,17,2,-2,-5,-14,-13,8
C[C@]12CCC(=O)C=C1CC[C@@H]1C2[C@H](O)C[C@]2(C)C(=O)CCC12 (stereo partly drawn),0,-13,6,-5,7,-8,-10,-3,3
CC1CCC(NCC(O)c2ccccc2)CC1 (stereo not drawn),2,-6,8,7,5,-14,1,-8,-5
COc1ccc(OCC(=O)N2CCN(Cc3ccc(SC)cc3)CC2)cc1,1,-2,16,14,-7,-4,-11,-9,5
Cc1ccc(-c2cc(-c3ccccc3)cc(-c3ccccc3)[n+]2-c2ccccc2)cc1,-3,-2,i,30,8,3,-9,-12,-3
CN1C2CCC1CC(=NO)C2,2,-1,48*,13,-4,-6,2,-5,-2
Cc1cc(C(=O)NP(=O)(N2CCOCC2)N2CCOCC2)c(C)n1C1CC1,0,-12,18,-2,-1,-5,-10,-2,6
CC1=C(C(=O)O)N2C(=O)C(NC(=O)Cc3ccccc3)C2SC1 (stereo not drawn),4,2,10,-11,25,2,-7,-1,-16
CCN(CC)CCOC(=O)c1ccc(N=Cc2c(O)[nH]c(=O)[nH]c2=O)cc1,5,-4,-11,-4,-11,-1,-8,-5,-5
COc1ccccc1N1CCN(Cc2cccc(OC)c2O)CC1,1,1,17,14,-6,-1,0,4,0
Cc1c(C=O)c2ccccc2n1Cc1ccccc1,-3,0,6,22,-16,-3,-9,-5,4
COc1ccc2c(c1O)[C@]13CCN(C)[C@H](C2)[C@@H]1CCC(=O)C3,2,4,18,8,3,-1,-15,4,-6
Cc1cccn2c(=O)c3c(nc12)N1CCC(Cc2ccccc2)CC1C1(C3)C(=O)N(C)C(=O)N(C)C1=O (stereo not drawn),-2,-4,-170,-3,1,2,-14,-9,27
c1ccc(C2OCCN3CCCCC23)cc1 (stereo not drawn),3,-2,12,-1,-14,9,-4,-8,-5
COc1cc2c(cc1O)[C@@H]1Cc3ccc(OC)c(O)c3CN1CC2,-3,49,80*,14,55,16,74*,64*,93*
Cn1cc(C(=O)OCC(=O)Nc2ccccc2Cl)c2ccccc21,1,-3,5,37,27,-4,-10,-1,0
COc1cccc(C(=O)C2CN(C)CC2c2ccc(Cl)cc2)c1 (stereo not drawn),1,-3,-3,25,3,-16,2,-1,4
CC1CCN2c3nc4ccccn4c(=O)c3CC3(C(=O)N(C)C(=O)N(C)C3=O)C2C1 (stereo not drawn),-4,-1,-237,8,-8,3,-3,3,-1
COc1ccc(C(=O)C2CCCN(Cc3cnc(C)s3)C2)c(OC)c1 (stereo not drawn),1,-8,6,9,11,1,-12,-9,-5
# Carrying on.
SMILES,SENP1 FRET inh,SENP7 inh,SENP8 block-1,NLRP3 yeast inh,PfG6PD inh,HKDC1 inh,SENP6 inh,SENP8 block-2,Apaf-1 inh
COC(=O)C1=C(c2ccc(Cl)c(C(F)(F)F)c2)C[C@@H]2CC[C@H]1N2C(=O)N1CCC(O)(c2ccc(Cl)cc2)CC1,-1,-11,4,28,31,7,-2,-3,21
O=[N+]([O-])c1cc2c(cc1CNCCc1ccc3c(c1)OCO3)OCO2,-3,-12,3,30,15,-4,-3,-1,-12
CC[C@H](C)[C@@H](C(=O)N1CCCC1c1nccs1)N(C)C(=O)[C@H](CC(C)C)N(C)C(=O)[C@H](Cc1ccc(OC)cc1)N(C)C(=O)/C=C(\C)OC (stereo partly drawn),-1,-3,2,12,1,-4,-16,-6,12
CCN(CC)N=O,-1,-3,-4,0,0,1,-21,9,-4

# This is a subset; the hit share may differ from the screen's.
